Assay outcomes from PubChem.
COUP-TFII inh = inhibitors of human COUP-TFII (NR2F2) | 0.7% of 370,000 active | HEK293T NGFI-A luciferase reporter, luminescence | inhibition, % at 8.6 µM | P24468;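 active means inhibition above a per-plate cutoff, mean inhibition of test wells between control levels plus 3 SD, cut at about 38% in these data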;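 further: cells cotransfected with COUP-TFII expression vector driving the NGFI-A reporter; 0% = median of COUP-TF2 test wells and 100% = reporter-only cells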
SRC2 inh = inhibits human steroid receptor coactivator 2; HEK293 GAL4-SRC2 luciferase reporter, luminescence; inhibition, % at 9 µM; 0.17% of 370,000 active;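 active means inhibition above the mean inhibition of all tested compounds plus 3 SD, set per campaign, cut at about 52% in these data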;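 further: 0% = DMSO treated cells and 100% = cells given Gossypol at 36 µM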
NOD2-RIPK2 inh = inhibitors of human NOD2-RIPK2 interaction; O43353; CHO BLA complementation NOD2-RIPK2, CCF4 ratio; inhibition, % at 4.98 µM; 0.38% of 360,000 active; AID 624267; in the data active means inhibition above about 21%;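 further: 0% = vehicle only and 100% = reference blocker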
Vif inh = inhibitors of HIV Vif. HEK293T cells, Vif self-association by quenched fluorescence, imaging, 24 h. inhibition, % at 7.49 µM. 0.35% of 340,000 active; in the data active means inhibition above about 50%, passing the limit was not always enough; inconclusive means no clear call, values can overlap the other calls; inactive means below about 31%; further: some results filed as inactive read as strong as hits
EBV LMP1 NFkB = reduces LMP1-driven NF-kappaB luciferase signal | LMP1-induced NF-kappaB luciferase reporter cells, luminescence | inhibition, % at 12.5 µM | 0.69% of 350,000 active | AID 504558; in the data active means inhibition above about 41%; inconclusive means no clear call, values can overlap the other calls;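 further: 0% = neutral control wells and 100% = reference inhibitor control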
NCOA3 inh = inhibits human SRC3 coactivator. AID 588352. 0.17% of 360,000 active. inhibition, % at 3.6 µM. Q9Y6Q9. HEK293 GAL4-SRC3 luciferase reporter, luminescence;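 active means inhibition above a per-campaign cutoff, the mean of all compounds plus 3 SD, cut at about 60% in these data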;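 further: 0% = DMSO-treated cells and 100% = gossypol-treated cells at 36 µM; higher means less SRC3-driven luciferase light from the GAL4 reporter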
TRAIL sens C8 = caspase-8 TRAIL sensitization; NB7+C8 cells + TRAIL, ATPlite viability luminescence; inhibition (viability loss, TRAIL sensitization), % at 10 µM; 1% of 360,000 active; AID 624354;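 active means compounds causing at least 50% loss of cell viability in the single-dose screen, relative to plate controls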
TROY signal inh = inhibitors of TROY-dependent NF-kB signaling. Q293 LMP1-TROYcd NF-kB luciferase reporter, 4 h. inhibition, % at 10 µM. AID 1347056. 0.98% of 360,000 active;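 active means compounds whose plate-normalised and pattern-corrected inhibition of the luciferase reporter signal at the single screening dose is 50% or more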
SRC1 inh = inhibits human SRC1 coactivator; inhibition, % at 3.6 µM; 0.12% of 360,000 active; Q15788; HEK293 GAL4-SRC1 luciferase reporter, luminescence;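 active means inhibition above the campaign mean plus 3 SD, with each screening campaign given its own cutoff, cut at about 60% in these data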;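 further: 0% = DMSO treated cells and 100% = gossypol at 36 µM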
Target sequence (Q15788 whole entry, looked up, the tested form may be a part): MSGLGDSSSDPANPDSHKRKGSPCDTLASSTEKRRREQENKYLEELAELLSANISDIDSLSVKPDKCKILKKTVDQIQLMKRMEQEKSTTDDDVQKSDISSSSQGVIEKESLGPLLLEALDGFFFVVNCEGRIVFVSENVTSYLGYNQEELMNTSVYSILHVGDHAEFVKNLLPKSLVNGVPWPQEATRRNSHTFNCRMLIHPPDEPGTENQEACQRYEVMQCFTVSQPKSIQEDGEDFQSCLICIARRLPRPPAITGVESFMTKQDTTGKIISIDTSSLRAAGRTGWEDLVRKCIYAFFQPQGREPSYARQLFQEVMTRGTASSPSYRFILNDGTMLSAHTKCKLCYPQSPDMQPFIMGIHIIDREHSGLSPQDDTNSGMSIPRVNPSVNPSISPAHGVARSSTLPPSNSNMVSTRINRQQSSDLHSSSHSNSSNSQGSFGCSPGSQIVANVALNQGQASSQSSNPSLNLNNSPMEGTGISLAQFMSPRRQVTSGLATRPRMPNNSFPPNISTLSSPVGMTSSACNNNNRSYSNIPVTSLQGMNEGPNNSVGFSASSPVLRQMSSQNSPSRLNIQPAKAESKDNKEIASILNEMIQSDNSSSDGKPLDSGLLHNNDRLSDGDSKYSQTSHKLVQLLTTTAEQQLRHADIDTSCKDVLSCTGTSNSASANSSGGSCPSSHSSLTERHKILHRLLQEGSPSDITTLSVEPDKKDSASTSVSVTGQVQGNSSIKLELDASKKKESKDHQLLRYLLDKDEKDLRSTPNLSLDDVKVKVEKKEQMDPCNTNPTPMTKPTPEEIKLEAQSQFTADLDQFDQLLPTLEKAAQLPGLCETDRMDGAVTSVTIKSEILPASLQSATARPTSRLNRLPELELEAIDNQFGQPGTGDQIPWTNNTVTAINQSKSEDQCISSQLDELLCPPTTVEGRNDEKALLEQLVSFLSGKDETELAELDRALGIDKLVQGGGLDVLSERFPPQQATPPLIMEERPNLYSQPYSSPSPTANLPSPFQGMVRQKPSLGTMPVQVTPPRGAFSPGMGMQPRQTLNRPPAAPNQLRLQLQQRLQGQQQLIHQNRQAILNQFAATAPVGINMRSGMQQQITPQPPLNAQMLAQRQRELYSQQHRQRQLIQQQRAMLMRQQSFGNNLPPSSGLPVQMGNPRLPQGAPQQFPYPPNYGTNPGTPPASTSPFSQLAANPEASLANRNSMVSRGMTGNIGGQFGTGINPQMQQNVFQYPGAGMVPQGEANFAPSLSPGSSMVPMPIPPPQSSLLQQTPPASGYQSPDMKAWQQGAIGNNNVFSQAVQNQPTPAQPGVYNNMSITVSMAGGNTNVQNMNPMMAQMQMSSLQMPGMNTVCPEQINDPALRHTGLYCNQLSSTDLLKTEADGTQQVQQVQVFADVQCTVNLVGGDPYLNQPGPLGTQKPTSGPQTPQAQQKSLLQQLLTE
TLR9-MyD88 inh = TLR9-MyD88 interaction inhibition. CHO BLA complementation TLR9-MyD88, CCF4 FRET ratio. inhibition, % at 4.98 µM. 0.21% of 340,000 active;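 active means inhibition above the mean over all tested compounds plus 3 SD, cut at about 21% in these data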;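 further: 0% = DMSO only wells and 100% = clavulanate BLA inhibitor control wells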
LRH-1 inv ag = NR5A2 inverse agonism in reporter assay; O00482; HEK293T StAR-luciferase reporter, LRH-1 transfected, 24 h; inhibition, % at 3.6 µM; 0.13% of 360,000 active;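 active means inhibition above the mean inhibition of all tested compounds plus 3 SD, cut at about 73% in these data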;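 further: 0% = DMSO wells and 100% = reporter-only cells lacking LRH-1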
Active calls of the source: *; ? = inconclusive; nt = no result given; & = joins results of further samples.

smiles,COUP-TFII inh,SRC2 inh,NOD2-RIPK2 inh,Vif inh,EBV LMP1 NFkB,NCOA3 inh,TRAIL sens C8,TROY signal inh,SRC1 inh,TLR9-MyD88 inh,LRH-1 inv ag
O=C(CSc1nc2c(sc3ccccc32)c(=O)n1Cc1ccco1)NCC1CCCO1 (stereo not drawn),-5,12,-6,19,10,4,11,0,6,-9,4
O=C(NCCN1CCCCCC1)c1ccc(CS(=O)(=O)c2ccc(Br)cc2)o1,nt,nt,-2,0,-2,2,14,3,-18,-3,-18
Cc1ccc(-c2csc3ncnc(N4CCc5ccccc5C4)c23)cc1,16,12,-11,-10,4,16,-2,58*,20,-1,8
O=C(COC(=O)C1CC(O)CN1S(=O)(=O)c1ccc(Cl)cc1)c1ccccc1 (stereo not drawn),-1,11,-10,0,3,7,18,-9,-10,-13,-16
C/C(=N\NC(=O)CSc1nc(C)cc(C)n1)c1cccs1,1,1,4,0,0,9,-6,-14,4,2,-5
CCS(=O)(=O)Nc1ccc(C(=O)CC2(O)C(=O)Nc3ccc(Br)cc32)cc1 (stereo not drawn),-3,1,-8,9,-4,6,-9,-5,-3,8,12
COc1cccc(N2CCN(CC(=O)NCc3cccs3)CC2)c1,4,-13,-6,nt,-1,-4,-3,0,-7,-8,-30
Cc1nc(SCC(=O)N2CCNC2=O)c2ccccc2n1,6,4,-14,13,3,9,-1,-7,11,4,-11
COc1cc(C(C2C(=O)CC(C)(C)CC2=O)C2C(=O)CC(C)(C)CC2=O)ccc1O,8,-41,3,-4,13,-3,-20,6,0,-2,4
COc1ccccc1N(CC(=O)NCc1ccco1)S(C)(=O)=O,6,-38,1,0,-6,28,-10,-4,-12,-1,-9
COc1ccccc1Nc1nc2cc(C)ccc2cc1C#N,14,-5,-17,-6,-10,12,-7,-5,6,-7,15
COc1ccc(N2CCN(C(CNC(=O)C(=O)NCc3cccnc3)c3ccco3)CC2)cc1 (stereo not drawn),-8,4,-6,-1,5,-2,-4,24,9,-2,7
c1ccc2c(c1)[nH]c1nc3nncn3nc12,16,-5,6,-6,-21,7,-9,-6,1,-8,6
O=C(Nc1ccc(N2CCOCC2)c(Cl)c1)c1cccnc1,-29,-44,2,1,-5,-4,1,-68,-25,9,-47
O=C(CC(=O)c1ccccn1)c1ccccc1,-64,-64,-10,8,-12,-113,20,-24,-97,-8,-86
CCCn1c2ccccc2c2cnn(CC(=O)NC3CCN(Cc4ccccc4)CC3)c(=O)c21,-13,14,-1,-8,7,-14,-2,-14,4,-3,0
Cc1c(Cl)cccc1NC(=O)NCc1ccc(F)cc1,1,-6,5,-1,5,-10,-4,-57,-15,-9,-5
CC1CCCC(NC(=O)CN2C(=O)NC(c3ccccc3)(c3ccccc3)C2=O)C1C (stereo not drawn),-3,3,2,-5,-12,13,-2,14,-18,7,-16
CC(C)N1CCC2(CC1)Oc1ccc(Br)cc1C1CC(c3cccnc3)=NN12 (stereo not drawn),-16,1,-4,9,-4,-3,5,-20,-5,-8,-5
COc1ccc(/C=C(/NC(=O)c2ccc(Br)o2)C(=O)Nc2cccc(C(=O)O)c2)cc1,4,-7,-15,nt,-5,-14,-9,-10,0,-7,2
COc1cc(/C=C2/N=C(c3ccccc3F)OC2=O)cc(Cl)c1OS(C)(=O)=O,8,10,-5,11,12,4,-7,-2,2,10,-5
COC(=O)C[C@@H]1CC[C@@H](NS(=O)(=O)c2ccc(F)cc2)[C@@H](CO)O1,15,-7,-11,nt,nt,nt,2,nt,nt,nt,23
CN(c1ccccc1)S(=O)(=O)c1ccc(C(=O)NCC2CCCO2)cc1 (stereo not drawn),10,5,-2,nt,-1,8,-5,10,-22,-8,10
CCOC(=O)c1sc2nc(C)nc(Nc3ccccc3)c2c1C,-10,-16,-4,-3,6,6,-2,-8,3,-4,-3
CN(C(=O)CSc1nc2ccccc2s1)c1c(N)n(Cc2ccccc2)c(=O)[nH]c1=O,4,28,3,-6,-19,2,-10,-9,0,2,16
Cn1c(SCc2cccc(Br)c2)nnc1-c1ccncc1,-9,27,-9,7,8,0,-1,6,-24,9,4
CCOc1cc2c(cc1OCC)C(c1ccc(O)c(OC)c1)NCC2 (stereo not drawn),19,-5,1,6,3,9,-11,8,10,8,23
CCC(=O)Nc1ccc(OCc2nc3ccccc3s2)cc1,-37,-60,-5,9,-26,-73,24,0,-131,-5,-136
O=C(CSc1nnnn1-c1ccc(Cl)c(C(=O)O)c1)NC(c1ccccc1)c1ccccc1,2,7,8,3,-3,20,15,20,0,-3,-17
Cc1ccc(C(=O)N2CCC3(CC2)NCCc2[nH]cnc23)cc1C,1,-1,6,-4,4,14,10,-6,1,-7,-33
O=C(C[C@H]1CC[C@H]2[C@@H](COC[C@H](O)CN2Cc2ccccc2)O1)NCCCN1CCOCC1,-2,-25,-4,nt,nt,nt,-19,nt,nt,nt,-2
O=C(c1cccc(Br)c1)N1CCN(C(=O)N2CCCCC2)CC1,-12,13,-8,3,0,16,-6,2,-7,1,11
COc1ccc(C)cc1NC(=O)c1ccccc1NS(=O)(=O)c1cccc2cccnc12,10,-17,-2,-18,2,12,-5,4,-7,-8,-30
CC(=O)c1cc(C#N)c(NCCCN(C)C)nc1C,-27,-43,-5,-7,0,9,-3,-2,-5,-1,9
CCN1CCN(c2ccc([N+](=O)[O-])c(Sc3nc4ccccc4[nH]3)c2)CC1,10,4,2,1,4,16,-1,-12,-1,-10,-3
COc1cccc(NC(=O)C2CCN(S(=O)(=O)c3ccc4c(c3)OCCO4)CC2)c1,3,14,-11,2,0,11,27,9,2,4,-19
Clc1cccc(CNc2ccn3nc(-c4ccco4)cc3n2)c1,-24,-19,-6,nt,nt,-13,-3,5,-11,nt,-24
CC(=O)c1c(C)[nH]c(C(=O)OCc2csc(CC(=O)Nc3ccccc3C)n2)c1C,22,22,-11,-17,4,-4,14,35,17,-13,-3
CC1CCN(CCCNC(=O)c2cc3c(s2)-c2ccccc2OC3)CC1,-9,1,9,-17,-1,-5,7,-11,-11,-5,-5
CCC(C)(C)NC(=O)C(c1ccco1)N(C(=O)Cn1nnc2ccccc21)c1ccc2c(c1)OCO2 (stereo not drawn),2,0,0,15,-1,15,-13,11,2,3,11
O=C(CSc1nnc(NC(=O)c2ccccc2[N+](=O)[O-])s1)NCC1CCCO1 (stereo not drawn),-14,-17,-4,-1,-4,8,18,20,-2,-2,-3
CCC1CCCCN1C(=S)Nc1ccc(SC(F)F)cc1 (stereo not drawn),-3,-14,-3,nt,4,-4,-8,2,-42,-12,-17
Cc1ccc(C(=O)CSc2nc(N)cc(=O)[nH]2)cc1,3,-14,1,-3,2,-15,4,-5,-12,-9,13
O=C(CSc1ccc2nnc(CCNC(=O)c3ccccc3)n2n1)NCc1ccc(F)cc1,-9,1,2,-2,-4,-18,8,11,-1,-3,-45
CCCN(Cc1cc2cc(C)ccc2[nH]c1=O)C(=O)c1cccc([N+](=O)[O-])c1,-2,11,2,nt,1,13,-1,15,8,12,4
O=C(C1CCN(C2CC(=O)N(c3ccc(F)cc3)C2=O)CC1)N1CCOCC1 (stereo not drawn),18,-9,-1,10,0,11,-9,5,-1,1,10
CC(C)CC(=O)N1CCN(Cc2cccc(Cl)c2)CC1,16,5,-3,3,9,1,-12,3,16,-6,-5
Cc1ccc(S(=O)(=O)N2CCN(C(=O)COC(=O)c3ccc(Br)o3)CC2)c(C)c1,-9,8,9,2,-2,14,-14,-6,-17,0,-4
O=C(O)Cc1ccc2oc(-c3ccccn3)nc2c1,-23,-6,-7,3,-8,-19,-4,0,12,-5,-2
O=C1C=C(c2ccccc2)C(c2ccccc2)C1 (stereo not drawn),7,16,-2,22,0,4,-16,12,7,3,0
Cc1cc(C(=O)COC(=O)CN(C)S(=O)(=O)c2ccc(Cl)cc2)c(C)n1CC1CCCO1 (stereo not drawn),-14,-2,-1,6,-1,15,16,1,-4,-1,-3
COc1cccc(NC(=O)C(c2ccccc2)N2CCCC2)c1 (stereo not drawn),-23,-14,-3,2,8,-5,-17,5,-3,4,2
CCOC(=O)C1(Cc2cccc(OC)c2)CCCN(C(=O)CNC(C)=O)C1 (stereo not drawn),-22,-15,3,-1,-16,-43,0,-64,-39,0,-60
CCOC(=O)C1(CCOc2ccccc2)CCN(CC2CC2)CC1,-4,-15,-4,0,2,11,8,13,13,-7,-7
O=C(NC1CCc2ccccc21)c1cc(COc2ccc(F)cc2F)on1 (stereo not drawn),15,23,0,-1,-3,15,-3,-7,3,7,25
CC(=O)Nc1ccc2c(c1)[nH]c(=O)c1ccccc12,-24,-16,-15,6,4,0,-6,-29,2,-11,-11
CCOC(=O)C(CC(=O)Nc1nc(C(C)=O)c(C)s1)C(C)c1ccccc1 (stereo not drawn),4,-2,-3,nt,-5,3,1,-17,0,8,4
O=C(NCCNC(=O)c1ccccn1)c1cccc(F)c1,6,-7,3,4,1,6,-14,-22,-40,-1,-16
O=[N+]([O-])c1ccc(CSc2nnc(SCc3ccc(Cl)cc3)s2)cc1,-1,-20,-5,-5,-2,3,0,9,5,-7,19
Cc1ccc(Cl)c(NC(=O)CN(C)CC(=O)Nc2ccc(F)c(F)c2F)c1Cl,3,-2,4,-7,1,6,6,4,-3,-4,12

New compounds follow
smiles,COUP-TFII inh,SRC2 inh,NOD2-RIPK2 inh,Vif inh,EBV LMP1 NFkB,NCOA3 inh,TRAIL sens C8,TROY signal inh,SRC1 inh,TLR9-MyD88 inh,LRH-1 inv ag
CCn1c(CC(=O)Nc2ccc(C)cc2)nnc1SCC(=O)N1CCN(c2ccccc2)CC1,-2,-14,-6,-6,-7,-5,4,5,7,1,-3
O=C(COc1ccc(S(=O)(=O)N2CCOCC2)cc1)Nc1ccccc1C(F)(F)F,-22,7,-11,?,3,8,20,9,1,4,-4
O=C(O)CSc1nc2c(c(C(F)(F)F)n1)CCCC2,-2&-2,1&24,-12&-4,-4&4,-2&3,8&-1,-6&-3,6&-13,-8&3,-8&-12,-6&2
O=S(=O)(NCCc1ccccc1)c1ccc(F)cc1Br,-1,-6,0,-4,-14,-17,2,-24,-7,-6,-10
COc1cccc(CN2CC(C(=O)NCCc3cn4cccnc4n3)CCC2=O)c1 (stereo not drawn),-1,13,-1,nt,-1,-20,-1,-3,6,0,1
C=CCn1c(-c2cc(-c3ccccc3)sc2N)n[nH]c1=S,-1,-3,-4,-6,-10,4,17,-29,3,nt,12
Cc1cccc(C(=O)N2CCCC(Nc3ccc(C)c(C)c3)C2)n1 (stereo not drawn),-2,-19,-6,-4,2,-4,2,-4,6,-3,-6
Cn1c(=O)c2nc(-c3ccc(Cl)cc3Cl)oc2c2ccccc21,-7,7,-14,nt,2,-27,12,-63,12,-7,10
C=C(C)CNC(=S)Nc1ccc(S(=O)(=O)Nc2cnc3ccccc3n2)cc1,4,-2,-14,1,2,13,-9,14,-19,-8,0

An excerpt; count on the stated rates, not on these rows.
